F-actin modifier – cytoskeleton assembly modification; HUVEC TNFa F-actin phalloidin imaging, high content; inhibition, % at 2 µM; 0.18% of 91,000 active; AID 836;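 active = inhibition above the batch mean plus 3 SD and confirmed as a hit by visual image inspection, cut at about 30% in these data, passing the limit was not always enough; inconclusive = above the inhibition threshold but rejected on visual inspection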; also: strong numbers were not always called active
Plk1 PBD FP – inhibitors of human Plk1 polo box domain binding | P53350 | Plk1 PBD phosphopeptide binding, fluorescence polarization | inhibition, %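 (tested at about 20 µM)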 | 0.13% of 97,000 active | AID 693; in the data active = inhibition above about 34%, passing the limit was not always enough
PLK1 kinase inh – PLK1 (human) kinase inhibition. P53350. recombinant PLK1 kinase, TR-FRET peptide phosphorylation. inhibition, % at 10 µM. 0.53% of 97,000 active. AID 619;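 active = inhibition of 50% or more in the single-concentration screen; inactive = inhibition below 50%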;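 also: 0% = DMSO max control and 100% = H-89 dihydrochloride min control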
Rev-RRE block – disrupts HIV-1 Rev binding to RRE RNA | Rev peptide-RRE RNA binding, FRET | inhibition, % at 8 µM | 0.79% of 97,000 active;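 active = inhibition above the screen-wide mean plus 3 SD, cut at about 35% in these data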;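 also: 0% = median DMSO wells and 100% = median Neomycin B control wells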
Target sequence (P05866 whole entry, looked up): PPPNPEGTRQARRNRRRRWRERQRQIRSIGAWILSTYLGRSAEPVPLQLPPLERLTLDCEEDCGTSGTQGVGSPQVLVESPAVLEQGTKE
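Test system: labelled RRE RNA duplex and labelled Rev peptide. Times: 5 min compound–RNA preincubation, then 15 min with peptide, 25 °C. Doses: single-dose 8 µM. Measured by: FRET, excitation 480 nm, emission 540 nm donor and 671 nm acceptor. Measure: % inhibition of FRET ratio versus controls.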
PTPN22 inh 2 – inhibitors of human LYP (PTPN22) phosphatase | inhibition, % at 2 µM | AID 640 | Q9Y2R2 | recombinant LYP catalytic domain, DiFMUP fluorescence | 0.21% of 96,000 active;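 active = inhibition at 2 µM at or above a set limit, the screen mean plus 3 SD, cut at about 24% in these data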;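 also: 0% = DMSO with enzyme and 100% = enzyme fully blocked by orthovanadate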
EphB4 ephrin blk – antagonists of human EphB4-ephrin-B2 interaction. P54760. EphB4 LBD / TNYL-RAW-Alexa532 peptide, fluorescence polarization. 0.15% of 97,000 active. inhibition, % at 7 µM;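 active = inhibition above the screen-wide mean inhibition plus 3 SD, cut at about 15% in these data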;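 also: 0% = DMSO wells and 100% = excess unlabeled TNYL-RAW peptide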
LYP act – LYP (human) phosphatase activation. Q9Y2R2. recombinant LYP, DiFMUP fluorescence; 0 = plate median, 100 = signal doubled. activation, % at 2 µM. 0.11% of 96,000 active. AID 697;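 active = activation at 2 µM above a set limit, the mean plus 5 SD, cut at about 37% in these data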
FAK inh – inhibitors of human focal adhesion kinase; Q05397; biochemical FAK kinase activity assay; inhibition, %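 (tested at 7 µM)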; 0.84% of 97,000 active; in the data active = inhibition above about 19%;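 also: 0% = DMSO and 100% = reference compound high control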
PTK2B oligo ant – Pyk2 (human) oligomerization antagonism; Q14289; Q293 cells, Pyk2 FERM NanoBiT luminescence; stronger effect = lower value; z-score (the deposit names both 25 µM and 10 µM); 0.83% of 99,000 active;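 active = Z-score of -3 or lower, scaled per plate to the spread of control and sample wells; inactive = z-score above -3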;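 also: negative z-score means lost luminescence so less FERM oligomerization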
Target sequence (Q14289 whole entry, looked up): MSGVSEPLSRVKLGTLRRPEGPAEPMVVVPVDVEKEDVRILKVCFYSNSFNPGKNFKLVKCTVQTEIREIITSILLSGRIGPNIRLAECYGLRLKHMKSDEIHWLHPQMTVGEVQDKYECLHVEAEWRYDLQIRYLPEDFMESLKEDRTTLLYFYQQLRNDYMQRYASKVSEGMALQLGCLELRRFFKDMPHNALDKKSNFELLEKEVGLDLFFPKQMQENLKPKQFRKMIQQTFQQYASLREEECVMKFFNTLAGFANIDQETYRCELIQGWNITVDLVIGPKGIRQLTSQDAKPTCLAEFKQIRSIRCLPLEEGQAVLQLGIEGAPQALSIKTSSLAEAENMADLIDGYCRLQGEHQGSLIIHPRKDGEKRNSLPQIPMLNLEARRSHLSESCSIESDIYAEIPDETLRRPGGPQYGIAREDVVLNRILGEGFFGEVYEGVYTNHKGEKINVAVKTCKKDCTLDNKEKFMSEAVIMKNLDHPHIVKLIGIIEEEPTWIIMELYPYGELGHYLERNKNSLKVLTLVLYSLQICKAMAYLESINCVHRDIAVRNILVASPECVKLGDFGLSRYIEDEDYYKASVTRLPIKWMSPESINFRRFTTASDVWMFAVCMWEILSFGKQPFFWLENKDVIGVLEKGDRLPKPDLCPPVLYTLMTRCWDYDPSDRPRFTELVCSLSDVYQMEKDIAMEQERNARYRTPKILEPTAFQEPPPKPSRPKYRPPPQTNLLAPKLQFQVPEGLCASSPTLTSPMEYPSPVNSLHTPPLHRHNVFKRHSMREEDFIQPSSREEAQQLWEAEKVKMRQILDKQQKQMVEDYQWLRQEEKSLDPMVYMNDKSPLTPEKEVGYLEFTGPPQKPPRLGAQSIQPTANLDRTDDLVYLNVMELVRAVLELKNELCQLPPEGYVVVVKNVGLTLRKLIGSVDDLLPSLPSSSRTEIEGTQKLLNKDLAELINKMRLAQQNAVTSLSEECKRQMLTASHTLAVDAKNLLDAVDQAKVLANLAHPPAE
* = called active by the depositor; u = inconclusive; x = no result given.

cpd	compound	PTK2B oligo ant	F-actin modifier	FAK inh	PLK1 kinase inh	Rev-RRE block	PTPN22 inh 2	Plk1 PBD FP	EphB4 ephrin blk	LYP act
1	COCCCNC(=O)c1cn(CC(C)C)c(=O)c2c1c1ccccc1n2C	-0.14	-17	1	-9	-1	-7	8	-3	6
2	CN(C)/C=C(\C#N)c1nc2ccccc2[nH]1	2.1	-3	-3	-2	10	-10	-8	3	8
3	COc1cc(/C=N/O)cc(Br)c1OCc1cccc(Cl)c1	-0.79	-41	-2	10	16	2	-25	5	3
4	CCOC(=O)Cn1c(-c2cccnc2Cl)nc2cc(Cl)c(Cl)cc21	-3.8*	-3	-4	0	6	6	-27	4	-2
5	N/C(=N\S(=O)(=O)c1cccs1)c1ccccc1	-0.16	4	0	-10	5	-4	10	1	1
6	CC(C)C(OC(=O)c1cccs1)C(=O)NC1CCCCC1 (stereo not given)	-0.04	-9	-1	-9	-4	1	3	-3	-1
7	O=C(COc1ccccc1-c1ccccc1)N/N=C/c1cccc2ccccc12	0.38	-31	2	-1	-1	13	-26	-4	-9
8	O=C1CCCC2=C1C(c1ccsc1)CC(=O)N2c1ccccc1 (stereo not given)	1.1	8	0	-2	4	-3	14	1	7
9	CCN(CC)CCCNC(=O)c1cc(-c2cccc(Cl)c2)on1	0.38	6	-1	-9	-4	-4	-3	-5	1
10	Cc1ccc(S(=O)(=O)c2cc3c(=O)n4ccccc4nc3n(Cc3ccco3)c2=N)cc1	-1.7	-5	1	-15	17	14	-14	6	-12
11	Cc1cccc(Oc2ncnc3onc(C)c23)c1	1	-3	-10	-2	3	3	-2	2	1
12	CCOC(=O)c1cn(CC(=O)Nc2ccc(C(C)C)cc2)nn1	-0.07	-23	-4	-16	7	-7	-15	-3	5
13	O=C(Nc1ncnc2c1CCC2)C12CC3CC(CC(C3)C1)C2	-0.1	15	-2	-6	-2	-1	0	-13	0
14	CCOC(=O)c1[nH]c(C)c(C(=O)NCCC2=CCCCC2)c1C	-0.07	-2	-2	-9	-4	-7	2	1	8
15	c1ccc(-n2ncc3c(NCc4ccccn4)ncnc32)cc1	-1.6	u	1	-11	-3	5	7	-4	-6
16	CCOC(=O)c1ccc(Nc2cc(C)nc(N3CCOCC3)n2)cc1	-3.2*	-17	-2	-13	12	4	-26	4	-5
17	CCOC(=O)NC(=O)CSc1nnnn1-c1ccc(C)cc1	0.17	27	0	8	-1	-10	8	10	9
18	Cc1ccc(OCC(=O)NCc2ccco2)cc1C	1.9	-27	0	-11	-2	-3	0	-8	1
19	Cc1ccc(-n2nc3c(c2NC(=O)CCC2CCCCC2)CS(=O)C3)cc1 (stereo not given)	x	-18	-1	-11	-2	-10	0	-6	9
20	Cc1cc(NC(=O)c2cc(-c3ccco3)on2)n(-c2ccccc2)n1	0.81	0	-7	-14	3	0	-16	-1	3
21	CCOC(=O)C1=C(NC#N)OC(C)=C(C)C1c1ccc(O)cc1 (stereo not given)	-0.47	-10	-1	-10	1	8	-15	0	-11
22	O=C(COc1ccccc1)NNc1c2ccccc2nc2ccccc12	0.11	6	5	1	6	17	-2	2	-12
23	Cc1cccn2c(=O)c3cc(C#N)c(=N)n(Cc4cccnc4)c3nc12	0.77	-5	-3	-13	8	8	-9	-1	-10
24	Cc1cccc(C)c1NC(=O)Cn1nnc(-c2ccc(N3CCOCC3)cc2)n1	0.13	2	-2	-17	10	-2	12	-2	0
25	CC(C)(C)N1C(=O)c2ccccc2NC(=O)N1Cc1ccc(Br)cc1	-2.1	9	1	-3	17	-5	-11	4	5
26	Cc1ccccc1NC(=O)c1ccc(N/N=C/c2ccccc2O)c([N+](=O)[O-])c1	-0.6	11	3	-16	4	6	19	2	-3
27	Cc1ccc(N2C(=O)CC(Sc3nc4ccccc4o3)C2=O)cc1Cl (stereo not given)	0.97	18	0	-8	7	15	36	8	-12
28	Cc1ccc(-c2nnc(SCC(C)C)n2C)cc1	0.62	-4	5	-8	1	11	-21	2	-9
29	CCCCNC(=O)c1cc(-c2ccc(OC)cc2)on1	0.59	7	1	-10	5	6	8	-7	-9
30	CCc1ccc(C2CC(c3ccc(Cl)cc3)=NNC2=O)cc1 (stereo not given)	-1.1	-4	2	-9	22	-1	-15	0	0
31	CC1(C)CC(NC(=O)C23CCC(C)(C(=O)C2)C3(C)C)CC(C)(C)N1 (stereo not given)	1	10	2	-14	5	-4	-9	2	2
32	COc1ccc(N2CCC(CNC(=O)Nc3cccc(OC)c3)C2)cc1 (stereo not given)	0.67	-20	0	-8	-1	4	-7	-8	-4
33	Cc1ccc(C)c(S(=O)(=O)NCc2cccnc2)c1	-0.68	-2	1	-3	0	-6	-8	-7	6
34	CC(=O)c1cccc(NC(=O)N2CCCC2C(=O)NC2CCCCC2)c1 (stereo not given)	1.5	-5	-2	3	1	8	4	4	-8
35	CCOc1ccc(Cn2c(=O)oc3ccc(C)cc32)cc1OC	-0.51	-6	-1	1	6	6	-21	5	-7
36	CN(CC(=O)N1CCCCCC1)S(=O)(=O)c1ccc(Br)s1	x	5	2	3	5	14	0	0	-12
37	Cc1ccc(S(=O)(=O)Cc2ccc(C(=O)OCc3ccccc3)cc2)cc1	-0.47	9	2	-36	21	12	10	0	-10
38	COc1ccc(OCc2ccc(C(=O)NN)cc2)cc1	-0.42	3	2	-1	-1	-4	0	-1	4
39	Cc1cc(C)c2nc(N3CCC(C(=O)N4CCCC4)CC3)sc2c1	-0.25	-32	-4	-8	2	-9	17	-1	5
40	COc1ccc(Cn2cccc(NC(=O)Nc3ccc(C#N)cc3)c2=O)cc1	0	-19	1	-8	0	1	-40	-3	-2
41	O=C(N1CCOCC1)N1CCC(NC(=O)C23CC4CC(CC(C4)C2)C3)CC1	0.08	6	0	-2	4	9	6	5	-5
42	CN1CCN(C(=O)c2ccc3c(=O)n4c(nc3c2)CCCCC4)CC1	0.97	17	-6	-11	-1	-8	-4	3	11
43	O=C(Oc1ccc2c(c1)OCO2)c1ccncc1	0.78	15	-6	-3	4	-2	0	2	2
44	Clc1ccc(C(c2nnnn2C2CCCCC2)N(Cc2cccnc2)Cc2ccco2)cc1 (stereo not given)	-0.52	-8	0	-5	5	7	-4	1	-7
45	CN1C(=O)N(CN2CCCCC2)C2C1N(C)C(=O)N2CN1CCCCC1 (stereo not given)	1.7	-15	-2	-7	7	-5	23	-9	3
46	COc1ccc(CCN2C(=S)NC3CC2(C)Oc2ccc([N+](=O)[O-])cc23)cc1OC (stereo not given)	0.06	4	10	-7	0	21	-16	-2	-22
47	O=C(N/C=N/O)C1=NOC(CNc2ncc(C(F)(F)F)cc2Cl)C1 (stereo not given)	-0.77	0	1	7	6	-15	10	3	16
48	CC(CCc1ccccc1)NC(=O)c1ccc(Br)o1 (stereo not given)	1.2	9	5	-6	-2	14	2	9	-16
49	CCOc1ccc2nc(NC(=O)c3ccoc3C)sc2c1	-1.1	6	3	-11	6	3	-12	-2	-4
50	CC1Cc2ccccc2N1C(=O)CSc1nnnn1-c1ccc2c(c1)OCCO2 (stereo not given)	-2.8	5	5	-12	4	6	25	-4	-5
51	O=Cc1cn(-c2ccccc2)nc1-c1ccc2c(c1)OCCO2	-1.2	-2	0	-11	3	-4	12	-2	0
52	CCC(C(=O)NCc1ccc(OC)cc1)n1nc(C)n2c(cc3occc32)c1=O (stereo not given)	0.3	-20	1	0	5	1	-3	-4	-2
53	CCN1CCN(Cc2c(O)ccc3c(=O)c(-c4ccc(OC)c(OC)c4)c(C(F)(F)F)oc23)CC1	-0.13	11	-5	-7	-5	-8	-5	-3	6
54	CCCCCn1c(=O)[nH]c2cc(C(=O)NCCN3CCOCC3)ccc2c1=O	-1.1	-9	-8	-14	7	5	4	-2	-2
55	COc1ccc(/C=N/NC(=O)c2ccc(C)cc2)cc1CN1CCN(c2ccc(F)cc2)CC1	-1.4	3	-1	8	6	5	-31	1	-2
56	CCCc1cc(-c2nc(-c3ccc(Cl)cc3)cs2)ccn1	1.4	-36	5	-12	12	12	-11	-7	-8
57	CCOC(=O)C1CCN(C(=O)Cc2ccc(OC)c(OC)c2)CC1	-0.56	0	-3	-11	2	4	0	-3	-5
58	O=C(CN1C(=O)C2CC=CCC2C1=O)Nc1ccc(S(=O)(=O)NC2=NCCCCC2)cc1 (stereo not given)	-0.08	14	-3	-11	2	-9	13	-4	8
59	COc1cccc(-c2nc(CS(=O)(=O)CC(=O)Nc3cc(C)ccc3C)c(C)o2)c1	x	-4	-3	-1	15	-4	-16	-6	1
60	NC(=O)c1ccc[n+](CC(=O)OCCC23CC4CC(CC(C4)C2)C3)c1	-0.66	-7	0	-15	-15	-6	22	-2	9

(listing goes on)
cpd	compound	PTK2B oligo ant	F-actin modifier	FAK inh	PLK1 kinase inh	Rev-RRE block	PTPN22 inh 2	Plk1 PBD FP	EphB4 ephrin blk	LYP act
61	CNC(=O)c1[nH]cnc1C(=O)Nc1ccccc1C	1.2	1	3	40	-1	-14	-10	4	14
62	Cc1nc(NC(=O)c2ccccc2)sc1-c1csc(Nc2ccc(Cl)cc2Cl)n1	x	10	1	-14	6	12	1	4	-9
63	CCOC(=O)C(NC(=O)Nc1cccc(C)n1)(OCC(F)(F)F)C(F)(F)F (stereo not given)	0.39	8	1	-2	12	-1	3	-1	-1
64	COc1nc(Oc2ccc(=O)n(C)n2)nc(N(C)C)n1	-0.93	-1	-3	6	6	2	11	-3	-4
65	CCOc1c2ccc(C(=O)NCc3ccco3)cc2nn1CCOC	x	16	-2	-13	5	9	-8	-2	-7
66	Cc1sc(-c2ccncc2)nc1OC(=O)c1cc(Cl)cc(Cl)c1	1.4	8	-2	-8	12	11	-41	0	-11
67	Cc1nn(-c2ccccc2)c2c1C(=O)NC(=O)C(C)(C)C2	0.44	12	-1	-4	9	-6	10	2	4
68	COc1cc(CCC(=O)OCn2nnc3ccccc3c2=O)cc(OC)c1OC	0.16	-7	0	-10	0	-15	-29	1	19
69	N#Cc1c(NC(=O)CSC2=NCCS2)sc2c1CCCC2	0.57	x	9	-10	20	14	7	-2	-15
70	COc1ccc(S(=O)(=O)n2ccc(-c3cnc(-c4ccccc4)s3)n2)cc1	-1.7	36	-2	-3	20	2	-24	2	1
71	COCCCNC(=O)CS(=O)Cc1nc(-c2ccccc2C)oc1C (stereo not given)	x	-5	-1	-8	4	-4	12	-2	1
72	Cc1ccc(N(C(=O)Cn2nnc(-c3ccc(C)o3)n2)C(C(=O)NC2CCCC2)c2ccco2)cc1 (stereo not given)	-0.24	15	0	-14	15	10	16	4	-12
73	COc1cccc(OCc2nnc(SCC(=O)OCc3ccccc3)o2)c1	0.16	-3	1	-8	12	-4	4	1	0
74	CSc1cccc(NC(=O)CN2C(=O)c3ccccc3S2(=O)=O)c1	x	0	-1	-13	3	-9	8	-2	9
75	CC1CCN(C(=O)C(NS(=O)(=O)c2cccc3nsnc23)c2ccccc2)CC1 (stereo not given)	0.19	-66	2	-4	10	8	8	6	-8
76	COCCN(C(=O)CN1CCCc2ccccc21)c1c(N)n(Cc2ccccc2)c(=O)[nH]c1=O	0.81	24	4	-9	32	6	-3	2	-2
77	COc1ccc(CSc2nc(C)cc(=O)[nH]2)cc1	-0.17	-13	-2	-7	7	2	7	-4	-2
78	O=C(O)c1cc2c(s1)CCCC2	0.18	-16	-2	-7	0	-14	-16	-9	12

Part of the list above, showing only Plk1 PBD FP, LYP act and EphB4 ephrin blk.
nr | smiles | Plk1 PBD FP | LYP act | EphB4 ephrin blk
65 | CCOc1c2ccc(C(=O)NCc3ccco3)cc2nn1CCOC | -8 | -7 | -2
66 | Cc1sc(-c2ccncc2)nc1OC(=O)c1cc(Cl)cc(Cl)c1 | -41 | -11 | 0
